USP1 inh: inhibitors of human USP1/UAF1 deubiquitinase; O94782; recombinant USP1/UAF1, Ub-Rhodamine cleavage fluorescence; Potency, µM (top dose mostly 57.1 µM), inactives show at the highest dose activity change, negative = inhibition, actives largely listed as inhibitors; actives 0.23% (n = 390,000); also: potency is read from the fitted curve at half-maximal effect; % is scaled to controls: 0 for no effect and ±100 for the full control effect; nearly all actives have a fitted effect of over 60% in size; inactives centre near -12
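In this screen, compounds sit with the deubiquitinase complex (1nM) for 15 min at room temperature before Ub-Rho is added at 150nM final. Fluorescence rise is then followed for 6 reads every 60 seconds.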
Vif-A3F inh: blocks the Vif interaction with APOBEC3F. Potency, µM (highest dose often 46.1 µM), inactives show at the top dose activity, negative = active. actives 0.2% (n = 390,000). HeLa A3F-eYFP + Vif (tagged APOBEC3F with the HIV-1 protein that degrades it), YFP fluorescence increase; also: potency is read from the fitted curve at half-maximal effect; % of control where 0% means no effect; nearly all actives have a fitted effect of over 65% in size
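HeLa cells stably expressing Vif plus C-terminally eYFP-tagged A3F were seeded, incubated overnight at 37 deg C, dosed with compound, incubated overnight again at 37 deg C. Yellow fluorescence (Ex 488/Em 500-530) reported blocked Vif-mediated A3F-eYFP degradation.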
RGS4 inh: human RGS4 inhibition. P49798. Transcreener GDP fluorescence polarization, RGS4-accelerated GTP hydrolysis. Potency, µM (highest dose often 114 µM), without a hit: at the top dose activity change, negative = inhibition, hits mostly inhibitors. actives 0.039% (n = 390,000). AID 504845; also: potency is read from the fitted curve at half-maximal effect; % is scaled to controls: 0 for no effect and ±100 for the full control effect; nearly all actives have a fitted effect of over 75% in size; some results filed as inactive show a strong effect at the top dose
Target sequence (P49798 whole entry, looked up): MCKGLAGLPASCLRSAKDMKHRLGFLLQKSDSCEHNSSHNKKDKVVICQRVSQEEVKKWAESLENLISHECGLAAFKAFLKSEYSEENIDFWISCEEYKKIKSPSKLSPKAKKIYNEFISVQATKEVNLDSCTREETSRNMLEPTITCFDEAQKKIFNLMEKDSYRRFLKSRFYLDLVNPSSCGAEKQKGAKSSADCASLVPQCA
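MLSMR compounds (23 nl, pin-transferred) preincubated 10 min at room temperature with a 500nM (2x) first reagent, then RGS4 at 900nM (2x) plus Transcreener GDP mix added; fluorescence polarization (620/688 nm) read before and after 90 min at 30 °C.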
rTrxR1 inhibitor: blocks rat thioredoxin reductase 1 | recombinant rTrxR1, NADPH fluorescence consumption, selenite substrate | actives 1% (n = 390,000) | AID 588453 | Potency, µM (top dose mostly 114 µM), inactives show at the top dose activity change, negative = inhibition, usual class: inhibitors | O89049; also: potency is read from the fitted curve at half-maximal effect; % is scaled to controls: 0 for no effect and ±100 for the full control effect; nearly all actives have a fitted effect of over 65% in size
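Rat TrxR1 (90 nM in the dispensed reagent) was pre-reduced with 400 uM NADPH for 5 min at room temperature, then incubated with compound for 15 min. After 400 uM selenite was added, NADPH fluorescence (Ex 340/Em 450 nm) was followed for 8 min.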
LDHA block: blocks human lactate dehydrogenase A | purified LDHA, NADH/diaphorase-resazurin fluorescence; hits give low values | actives 0.15% (n = 480,000) | P00338 | activity change, % (values are at about 110 or 230 µM); in the data active = activity change below about -30%; inconclusive = mostly about -25% to -30%;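 also: plate controls were DMSO wells for no effect and wells without enzyme for full effect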
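LDH5 2 nM; NADH 0.06 mM, pyruvate 0.2 mM; 200 mM Tris pH 7.4, EDTA, Tween-20; 5 min RT. Detection: diaphorase 0.133 mg/mL + resazurin 37 µM, fluorescence ex540/em590 at 0 and 20 min; normalized to enzyme-free and DMSO wells.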
Vif-A3G inh: Vif-A3G binding inhibition; HeLa A3G-eYFP + Vif (tagged APOBEC3G with the HIV-1 protein that degrades it), YFP fluorescence, overnight; Potency, µM (highest dose often 46.1 µM), for inactives: top-dose activity, negative = active, hits mostly inhibitors; actives 0.076% (n = 410,000); AID 602310;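 also: potency is read from the fitted curve at half-maximal effect; % is scaled to controls: 0 for no effect and ±100 for the full control effect; nearly all actives have a fitted effect of over 60% in size; hits raise eYFP signal because A3G escapes Vif-driven loss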
Target sequence (Q9HC16 whole entry, looked up): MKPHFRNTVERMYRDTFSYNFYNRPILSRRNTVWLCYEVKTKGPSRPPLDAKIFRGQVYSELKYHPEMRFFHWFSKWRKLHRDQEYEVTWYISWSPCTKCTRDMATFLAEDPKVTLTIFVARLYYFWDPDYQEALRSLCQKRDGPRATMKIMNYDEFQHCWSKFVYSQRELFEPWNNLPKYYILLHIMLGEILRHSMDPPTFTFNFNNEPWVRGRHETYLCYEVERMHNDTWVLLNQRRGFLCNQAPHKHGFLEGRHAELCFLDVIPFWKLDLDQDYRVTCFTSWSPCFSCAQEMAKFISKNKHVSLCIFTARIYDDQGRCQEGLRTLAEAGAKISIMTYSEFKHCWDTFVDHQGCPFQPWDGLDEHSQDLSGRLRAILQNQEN
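Read-out is eYFP fluorescence (Ex 488/Em 500-530) from Vif-expressing HeLa A3G-eYFP cells; more signal means A3G escaped Vif-mediated degradation. Cells plated overnight, compound pinned in, incubated overnight at 37 deg C.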
TrxR1 substrate: rat thioredoxin reductase 1 substrate activity; Potency, µM (highest dose often 114 µM), inactives show at the highest dose activity change, negative = substrate turnover; actives 0.01% (n = 390,000); purified TrxR1 substrate turnover, NADPH consumption readout; also: potency is read from the fitted curve at half-maximal effect; % is scaled to controls: 0 for no effect and ±100 for the full control effect; nearly all actives have a fitted effect of over 50% in size
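Rat TrxR1, dispensed at 90 nM, was prereduced with 400 uM NADPH (final) for 5 min at ~22 deg C, then incubated with compound 15 min before 400 uM selenite. A first-read NADPH fluorescence drop versus no-compound background flagged substrates.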
IDH1 R132H inh: blocks human mutant IDH1 R132H enzyme; O75874; IDH1-R132H enzyme, NADPH consumption, diaphorase/resazurin fluorescence; AID 602179; actives 0.093% (n = 390,000); Potency, µM (titrated, usually from 76.6 µM), without a hit: at the highest dose activity change, negative = inhibition, actives largely listed as inhibitors; also: potency is read from the fitted curve at half-maximal effect; % is scaled to controls: 0 for no effect and ±100 for the full control effect; nearly all actives have a fitted effect of over 65% in size
Target sequence (O75874 whole entry R132H, stated change not applied): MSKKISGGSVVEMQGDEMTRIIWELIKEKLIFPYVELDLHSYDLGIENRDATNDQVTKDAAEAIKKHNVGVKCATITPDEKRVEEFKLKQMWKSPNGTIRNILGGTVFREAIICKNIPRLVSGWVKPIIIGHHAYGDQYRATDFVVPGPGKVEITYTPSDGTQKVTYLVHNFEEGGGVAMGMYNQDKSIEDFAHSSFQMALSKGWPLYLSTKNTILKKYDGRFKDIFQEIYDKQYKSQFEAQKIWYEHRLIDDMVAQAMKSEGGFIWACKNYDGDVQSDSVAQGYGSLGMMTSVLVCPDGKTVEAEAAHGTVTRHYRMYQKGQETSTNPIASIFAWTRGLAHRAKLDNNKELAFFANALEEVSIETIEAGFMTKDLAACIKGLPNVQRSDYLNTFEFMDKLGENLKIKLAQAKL
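IDH1-R132H (0.5 ug/mL) preincubated 30 min with compound, then NADPH (0.016 mM) and alpha-KG (2 mM) added; 80 min at RT, pH 7.5. Remaining NADPH coupled via diaphorase/resazurin to fluorescence (540/590 nm); concentration-response curves normalized to no-enzyme control.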
Glioma ERSR ind: inducers of ER stress response in human glioma cells | U87-MG GRP78 promoter luciferase reporter, 16 h | Potency, µM, without a hit: at the highest dose activation, hits mostly activators | actives 0.02% (n = 420,000); also: potency is read from the fitted curve at half-maximal effect; series mostly up to about 76 µM; % of control where 0% means no effect; nearly all actives have a fitted effect of over 35% in size
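Stably transfected U87-MG glioma cells carrying a GRP78-based luciferase sensor; 16 h compound incubation. Luminescence end-point read 10 min after Bright-Glo addition at room temperature.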
Numbers without * were called inactive; ? = inconclusive; nt = no result given; & = joins results of further samples; [ ] = remark or other dose. Unless noted, calls follow the shape of the dose curve; as a rule, active = well fitted curve in the direction sought with a large enough effect; inconclusive = small, poorly fitted or top-dose-only effect, or another doubt; inactive = no such curve, though single readings can be large; an effect the other way counts as inactive or inconclusive. Some of the compounds tested, so the mix of outcomes need not match the whole.

cpd	Structure	USP1 inh	Vif-A3F inh	RGS4 inh	rTrxR1 inhibitor	LDHA block	Vif-A3G inh	TrxR1 substrate	IDH1 R132H inh	Glioma ERSR ind
1	COc1ccc(-n2nc(C(=O)Nc3cc(C)c(Cl)cc3OC)c3c4ccccc4n(C)c3c2=O)cc1	-21.1%	nt	3.2%	20.3%	-5.3	nt	0.3%	nt	nt
2	O=C(O)CN1CCN(Cc2cccc(Cl)c2)C1=O	-12.8%	13.0%	3.8%	8.7%	-15.0	3.4%	-1.3%	-4.4%	-7.2%
3	Cc1cc(N)ccc1NC(=O)CN1CCOCC1	-19.6%	3.1%	0.7%	18.3%	-1.4	-0.3%	6.3%	-6.8%	-3.9%
4	CN(C)C(=O)COc1ccccc1C(=O)OCC(=O)N(CCC#N)c1ccccc1	nt	nt	nt	14.4%	-4.2	-0.3%	9.1%	nt	-1.5%
5	O=C(C1CCC(CNS(=O)(=O)c2ccccc2)CC1)N1CCOCC1 (stereo unspecified)	-18.9%	-2.5%	-28.2%	16.8%	1.1	0.1%	2.9%	2.6%	-5.6%
6	CN(C)S(=O)(=O)c1ccc(C(=O)NCCN2C(=O)S/C(=C\c3cccnc3)C2=O)cc1	-15.7%	-2.7%	-21.4%	20.3%[57.1 µM]	7.4	1.0%	-14.2%[57.1 µM]	5.9%	3.9%
7	CN(C(=O)Nc1cccc([N+](=O)[O-])c1)c1ccccc1	-6.5%	-0.7%	-11.2%	-10.3%	-3.4	-2.3%	-14.5%	2.7%	-5.4%
8	Cn1c(SCc2ccc(F)cc2)nc2ccc(C(=O)NCc3ccc(F)cc3)cc21	-15.5%	1.5%	25.2%	27.7%	-2.1	1.9%	-3.5%	-8.1%	-2.2%
9	O=C(Cn1c(NCCO)nc2ccccc21)N1CCN(Cc2ccccc2)CC1	?	2.2%	-3.3%	20.7%[57.1 µM]	-12.6	-2.7%	12.3%[57.1 µM]	11.2%	2.9%
10	O=C(O)CCc1ccc(-c2ccccc2)o1	-20.9%	-0.9%	?	?	3.2	0.9%	3.4%[57.1 µM]	-0.8%	2.6%
11	CC1CCCC(C)N1CCCNC(=O)c1ccc2c(c1)NC(=O)c1ccccc1S2 (stereo unspecified)	-12.5%	-13.6%	-17.1%	-3.8%	-1.7	0.6%	1.0%	-14.5%	-5.5%
12	O=C(OCc1cn([C@H]2CN(C(=O)c3cccs3)[C@@H](c3ccc(Cl)cc3)C[C@@H]2O)nn1)c1ccccc1	-25.8%	0.7%	nt	nt	1.2	-4.2%	nt	7.4%	-4.8%
13	COC(=O)c1cc(Cl)c(NC(=O)c2ccco2)cc1OC	-22.3%	2.6%	-10.6%	4.8%	-1.9	-1.2%	2.0%	6.6%	-0.1%
14	CC12CCC(C(=O)N3CCCCC3)([C@H](Br)C1=O)C2(C)C (stereo partly specified)	?	-7.8%	-22.7%	40.8%[activator][11.4 µM]	-3.9	0.3%	17.6%[11.4 µM]	3.5%	-3.6%
15	CCOc1ccccc1N(CC(=O)NCC1CCCO1)C(=O)CCC(=O)Nc1cc(C)on1 (stereo unspecified)	6.7%	-4.8%	1.5%	28.8%[0.0914 µM]	-7.9	0.6%	15.9%[0.0914 µM]	22.2%	1.3%
16	CCCN(CCC)S(=O)(=O)c1ccc(C(=O)N2CCOCC2)cc1	-8.1%	-1.4%	-10.5%	10.1%	0.2	0.6%	10.6%	12.1%	-3.3%
17	O=C(COc1ccccc1)N/N=C/c1sc(=O)n(Cc2cccc(C(=O)O)c2)c1Cl	-3.2%	5.6%	-25.8%	-21.4%	18.9	-0.2%	-11.6%	-5.9%	-3.5%
18	CC(C)(C#N)N([O-])C=C[N+](=O)C(C)(C)C#N	-1.2%	0.8%	-5.6%	-1.1%	-2.0	3.4%	-2.4%	4.2%	-4.7%
19	COc1ccc(Br)cc1C(=O)Nc1nnn(C)n1	-15.1%	4.0%	8.0%	10.1%	-5.4	2.1%	1.4%	-0.6%	-6.5%
20	COc1cc(NC(=O)N[C@@H](Cc2ccccc2)C(=O)O)cc(OC)c1	-19.1%	-0.6%	15.2%	14.2%	8.2	4.3%	8.4%[57.1 µM]	4.4%	-3.4%

Further results:
cpd	Structure	USP1 inh	Vif-A3F inh	RGS4 inh	rTrxR1 inhibitor	LDHA block	Vif-A3G inh	TrxR1 substrate	IDH1 R132H inh	Glioma ERSR ind
21	CCOC(=O)C1C(=O)OC(C)(C)C1C(C)C(=O)c1ccccc1 (stereo unspecified)	-6.8%	-1.9%	16.2%	17.3%	-1.7	-1.6%	3.7%	1.6%	-0.7%
22	C[C@H](CO)N1C[C@H](C)[C@@H](CN(C)S(=O)(=O)c2cccs2)Oc2c(NC(=O)C3CC3)cccc2C1=O	-12.4%	6.7%	4.5%	-6.7%	-2.3	1.0%	2.8%	2.9%	-3.9%
23	Cc1cccc(N2CCN(C(=O)C3CCC(=O)N(Cc4ccccc4F)C3)CC2)c1C (stereo unspecified)	-21.3%	4.0%	-10.7%	?	-0.1	1.0%	-9.0%	10.1%	-0.3%
24	COC(=O)c1cnc(Nc2cccc(C(F)(F)F)c2)c([N+](=O)[O-])c1	-5.9%	10.7%	9.3%	-4.4%	-0.7	0.8%	-2.5%	6.0%	-2.1%
25	O=C(CCc1ccccc1)NCCS(=O)(=O)N1CCN(c2ccccc2)CC1	-17.7%	6.2%	5.7%	0.8%[57.1 µM]	-9.2	-0.3%	-0.5%[57.1 µM]	-2.5%	-1.1%
26	FC(F)(F)c1cccc(NC(=S)NC2CCCC2)c1	-9.2%	2.5%	1.0%	2.4%	-4.7	-10.6%	5.3%	2.9%	-3.6%
27	COc1cccc(NC(=O)Cn2c(=O)n(-c3cc(OC)c(OC)c(OC)c3)c(=O)c3ccccc32)c1	-8.9%	18.7%	4.7%	2.5%	-10.7	4.1%	-4.7%	0.5%	-10.8%
28	CS(=O)(=O)N1N=C(c2ccco2)CC1c1ccc(Cl)cc1 (stereo unspecified)	-1.1%	-3.3%	18.1%	?	-2.4	-8.1%	-1.6%	4.5%	1.8%
29	CC(C)CCNC(=O)Nc1ccc2c(c1)N(Cc1ccccc1)C(=O)c1ccccc1S2	-19.2%	nt	-16.5%	28.2%	-2.2	nt	81.9%[activator]	nt	nt
30	O=C1CCCC2=C1C(c1ccncc1)Nc1ccccc1N2 (stereo unspecified)	-1.4%	-13.9%	6.7%	5.1%[57.1 µM]	-3.5	-0.5%	-10.2%	3.7%	-2.0%
31	C[C@@H]1COC(=O)[C@@H](Cc2ccc(F)cc2)C/C=C\C[C@@H](CC(=O)N[C@H](CO)Cc2ccccc2)C(=O)N1	-23.4%	1.5%	-0.2%	6.5%	3.1	-1.0%	1.5%	10.1%	-2.5%
32	NS(=O)(=O)c1ccc(NC(=O)COC(=O)COc2ccc3ccccc3c2)cc1	-0.9%	-11.2%	3.6%	-24.1%[57.1 µM]	-1.4	1.6%	-6.7%	-5.7%	2.6%
33	CC(C)NC(=O)C1CCCN(c2nnc(-n3cccc3)s2)C1 (stereo unspecified)	-4.2%	6.6%	8.5%	2.5%[57.1 µM]	-1.1	0.4%	2.8%[57.1 µM]	-0.9%	0.2%
34	O=C1c2cc(Cl)ccc2-c2c(O)cc(Cl)cc21	6.4%	?	2.2%	-1.1%[2.29 µM]	0.9	?	2.2%[57.1 µM]	7.5%	-4.9%
35	CC(=O)Oc1ccc(N2C(=O)[C@@H]3[C@H](C2=O)[C@H]2c4ccccc4C=NN2[C@@H]3C(C)=O)cc1	3.4%	-6.3%	34.0%	2.2%[57.1 µM]	-6.7	0.8%	10.7%[57.1 µM]	3.7%	-4.3%
36	Cc1cc(N2CC(C)OC(C)C2)n2cc(-c3ccccc3)nc2n1 (stereo unspecified)	2.0%	-9.6%	2.1%	-11.4%[57.1 µM]	-8.4	0.5%	94.8%[activator][57.1 µM]	-4.3%	2.9%
37	O=c1c(=O)n(-c2cccc(Cl)c2)ccn1Cc1cccc(F)c1	4.7%	-4.0%	-6.9%	-16.0%	-0.3	-2.0%	-7.0%	18.8%	-1.2%
38	COc1cccc(C(=O)Nc2cc(OC)ccc2NC(=O)c2ccco2)c1	-16.4%	9.0%	15.5%	-4.7%	-0.3	-0.5%	3.1%	4.8%	-2.6%
39	C[C@H](CO)N1C[C@H](C)[C@@H](CN(C)Cc2ccc3c(c2)OCO3)Oc2c(NC(=O)Cc3ccccc3)cccc2C1=O	-17.3%	6.1%	-4.1%	-9.8%[57.1 µM]	-0.5	-15.2%	3.2%[57.1 µM]	-15.9%	-2.0%
40	CCOc1ccc(Sc2cc(C(=O)NCc3ccc(F)cc3)c3ccccc3n2)cc1	-8.2%	-0.6%	-22.4%	27.3%[57.1 µM]	-7.5	-7.8%	10.6%[57.1 µM]	-11.5%	-2.2%
41	CCOC(=O)c1cc(NC(=O)N(C(C)C)C2CCCCC2)c(C)nc1C	-12.7%	15.9%	15.1%[56.9 µM]	13.8%	-2.9	4.1%	5.5%	-2.0%	-1.4%
42	C[C@H]1CN(C2CCCCC2)C(=O)[C@@H]1CC(=O)NCc1ccccc1	7.8%	-1.5%	8.7%	16.8%[57.1 µM]	-5.5	-0.5%&0.7%	9.0%[57.1 µM]	-8.9%	-4.4%&-2.0%

From PubChem BioAssay
